From PubChem BioAssay
BaF3 tox = parental Ba/F3 cell viability inhibition, counter-screen for JAK2V617F inhibitor project, murine pro-B, CellTiter-Glo luminescence; actives 1.1% (n = 220,000); inhibition, % at 5.6 µM; CellTiter-Glo ATP luminescence;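 active means inhibition above a per-campaign cutoff, the mean inhibition of all tested compounds plus 3 SD, cut at about 27% in these data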;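 further: 0% = DMSO wells and 100% = JAK Inhibitor I control wells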
p47phox inh = p47phox/p22phox peptide binding inhibitors, primary screen, biochemical, uHTS, NADPH oxidase regulatory subunit. Neutrophil cytosol factor 1 (Homo sapiens), P14598. fluorescence polarization, 2 h. inhibition, % at 24.7 µM. actives 0.53% (n = 220,000). AID 1274, 2008;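 active means inhibition above about 30%, limit read from the data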;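 further: 0% = p47phox with labelled peptide and 100% = labelled peptide alone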
RBBP9 inh = human RBBP9 inhibitors, primary screen, biochemical, fluorescence polarization, FP-Rh probe, HTS | Serine hydrolase RBBP9 (Homo sapiens), O75884 | recombinant RBBP9 | inhibition, % at 7.94 µM | actives 0.2% (n = 220,000) | AID 1515, 2009;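 active means inhibition above the campaign mean of all tested compounds plus 3 SD, cut at about 14% in these data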;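 further: plate controls were DMSO wells with RBBP9 for no effect and wells lacking RBBP9 protein for full effect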
Target sequence (O75884 whole entry, looked up): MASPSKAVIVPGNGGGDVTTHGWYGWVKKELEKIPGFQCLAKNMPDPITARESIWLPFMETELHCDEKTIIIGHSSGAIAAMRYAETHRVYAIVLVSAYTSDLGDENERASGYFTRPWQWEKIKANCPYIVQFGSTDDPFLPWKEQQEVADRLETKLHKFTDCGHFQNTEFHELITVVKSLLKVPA
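System: RBBP9 protein | Quantity: 2.5 µM RBBP9 dispensing solution, before mixing | Reagent: FP-Rh probe, 375 nM dispensing solution | Timing: Enzyme-compound preincubation 30 min, then probe labeling 45 min, 25 °C | Measured by: Fluorescence polarization | Read-out: % inhibition | Replication: One well per compound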
PPC-1+TRAIL kill = compounds killing PPC-1 cancer cells with TRAIL present, primary screen, TRAIL potentiator project, ATPLite luminescence, uHTS. actives 0.41% (n = 220,000). cell killing (% activity), % at 4 µM. PPC-1 cells + TRAIL, ATPLite viability luminescence. AID 1443, 2008;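 active means cell killing above 50% in the first pass at 4 µM, then a duplicate retest at 5 µM averaging 50% or more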;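 further: plate controls were cells with TRAIL plus DMSO for no effect and medium-only wells lacking cells for full effect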
Furin inh = human furin inhibitors, primary screen, biochemical, fluorescence intensity; P09958; purified furin, fluorogenic substrate cleavage; inhibition, % at 30 µM; actives 0.061% (n = 220,000); in the data active means inhibition above about 25%; further: inactives centre near -15
Ba/F3 V617F tox = reduced viability of JAK2V617F-dependent Ba/F3 cells, primary screen, JAK2V617F inhibitor project, cell-based, Ba/F3 EpoR-JAK2V617F, luminescence; ATP luminescence; inhibition, % at 5.6 µM; actives 1.1% (n = 220,000);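 active means inhibition above the campaign mean plus 3 SD over all tested compounds, cut at about 24% in these data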;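 further: cytokine-independent growth of Ba/F3 cells driven by EpoR plus mutant JAK2; 0% = DMSO-treated cells and 100% = JAK inhibitor I control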
EP2 antag = human EP2 receptor antagonists, primary screen, TR-FRET cAMP, C6 glioma cells; inhibition, % at 25 µM; C6 glioma cells expressing human EP2; cells stimulated with saturating PGE2; actives 0.52% (n = 260,000); Prostaglandin E2 receptor EP2 subtype (Homo sapiens), P43116;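 active means percent inhibition above 40 after rounding to a whole number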;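 further: rat C6 glioma host cells with rolipram phosphodiesterase inhibitor present; the protocol text gives 20 µM as final concentration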
TbHK1 inh = Trypanosoma brucei hexokinase 1 inhibitors, primary screen, biochemical, G6PDH-coupled NADH absorbance, MLSCN library; recombinant TbHK1, G6PDH-coupled NADH A340; inhibition, % at 10 µM; actives 0.11% (n = 220,000); AID 1430, 2008;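 active means inhibition of 50% or more in the single-dose primary screen; inactive means inhibition below 50%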
p97 inhibitor = inhibitors of human p97 ATPase, primary screen, biochemical; Transitional endoplasmic reticulum ATPase (Homo sapiens), P55072; recombinant p97 ATPase, Kinase-Glo ATP luminescence, 3 h; inhibition, % at 8 µM; actives 0.42% (n = 220,000); AID 1481, 2009; in the data active means inhibition above about 15%;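 further: 0% = DMSO vehicle and 100% = wells lacking enzyme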
Target sequence (P55072 whole entry, looked up): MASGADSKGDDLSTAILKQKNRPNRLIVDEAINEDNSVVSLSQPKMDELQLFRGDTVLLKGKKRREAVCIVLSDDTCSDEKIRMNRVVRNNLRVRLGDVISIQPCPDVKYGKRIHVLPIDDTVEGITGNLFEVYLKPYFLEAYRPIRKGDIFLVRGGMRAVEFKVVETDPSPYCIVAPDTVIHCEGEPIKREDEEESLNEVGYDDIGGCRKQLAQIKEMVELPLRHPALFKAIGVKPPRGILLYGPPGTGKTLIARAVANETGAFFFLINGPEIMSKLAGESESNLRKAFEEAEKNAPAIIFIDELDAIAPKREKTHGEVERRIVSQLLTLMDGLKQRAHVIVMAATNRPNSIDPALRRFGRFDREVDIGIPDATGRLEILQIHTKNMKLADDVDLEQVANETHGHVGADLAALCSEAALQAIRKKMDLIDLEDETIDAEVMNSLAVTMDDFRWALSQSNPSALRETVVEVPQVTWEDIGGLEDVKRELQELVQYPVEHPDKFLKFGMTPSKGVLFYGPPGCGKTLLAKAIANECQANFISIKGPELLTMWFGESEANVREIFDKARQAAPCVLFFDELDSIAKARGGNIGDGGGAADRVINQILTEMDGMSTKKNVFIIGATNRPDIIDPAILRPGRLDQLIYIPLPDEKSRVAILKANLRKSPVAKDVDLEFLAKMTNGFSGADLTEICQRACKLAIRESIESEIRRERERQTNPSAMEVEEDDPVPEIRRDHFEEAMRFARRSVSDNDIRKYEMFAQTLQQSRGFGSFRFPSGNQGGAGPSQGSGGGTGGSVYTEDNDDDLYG
Active calls of the source: *; x = no result given; & = joins results of further samples; [ ] = dose if it differs, or a comment. Not all compounds are listed; count on the stated rates, not on these rows.

SMILES	BaF3 tox	p47phox inh	RBBP9 inh	PPC-1+TRAIL kill	Furin inh	Ba/F3 V617F tox	EP2 antag	TbHK1 inh	p97 inhibitor
Cc1nn2cc(-c3ccccc3)nc2s1	7	-2	-1	21	-14	4	10	2	-6
COc1cc(-c2nnc(SCC(=O)c3cc(C)n(CC4CCCO4)c3C)o2)cc(OC)c1OC (stereo unspecified)	7	-5	-6	13	-11[20 µM]	2	4	-5	-2
CS(=O)Cc1cc(Oc2ccccc2)nc(-c2ccncc2)n1 (stereo unspecified)	2	1	-4	21	-22	0	10	-11	-2
COC(=O)c1cc(C(=O)OC)cc(N2C(=O)CC(Sc3nc(C)cc(C)n3)C2=O)c1 (stereo unspecified)	4	-12	-9	10	-8[20 µM]	3	19	-1	-7
CCS(=O)(=O)c1nc(NC(C)=O)n[nH]1	9	22	-4	19	-16	-1	8	4	5
O=c1nc(N2CCOCC2)ccn1Cc1ccc(Br)cc1	5	7	7	4	6[20 µM]	2	9	3	3
COc1ccc(C2C(C(C)=O)=C(O)C(=O)N2CCc2c[nH]c3ccccc23)cc1 (stereo unspecified)	-1	-10	-7	4	-23	-3	12	-10	5
Cc1ccc(C)c(NC(=O)/C(C#N)=C/c2ccc(Sc3nncn3C)c([N+](=O)[O-])c2)c1	0	-8	-4	-13	-4	2	20	-10	-5
CN(C)/C=C/C(=O)c1ncc(C(F)(F)F)cc1Cl	2	-3	-7	-13	-17	-1	4	-14	1
CCn1c(C)cc(/C=C2/SC(=S)NC2=O)c1C	5	-9	2	-7	-10	-1	4	-12	6
NC(=O)OCC(COC(N)=O)c1ccccc1	7	-4	0	22	-13	-2	12&17&8	-1	4
COc1ccc(NS(=O)(=O)c2cccc(NC(=O)CCC(=O)c3cccs3)c2)cc1	4	-9	-5	12	-28	0	9	8	6
COc1ccc(OC)c(C(=O)CSc2nccc(-c3ccc(Br)cc3)n2)c1	6	-14	-6	15	7[20 µM]	5	9	4	-3
CNS(=O)(=O)c1ccc(NC(=O)C(CCSC)NC(N)=O)cc1 (stereo unspecified)	4	-6	-5	20	-20	0	6	-8	-3
CCC(C)NC(=O)c1ccccc1-c1ccccc1C(=O)NC(C)CC (stereo unspecified)	7	-14	-1	-1	-22	0	10	-4	2
CCC(=O)Nc1cc(=O)[nH]c2nc(-c3ccc(Cl)cc3)nn12	1	3	-7	11	-17	4	7	-3	2
CC(C)(CS(=O)(=O)[O-])NC(=O)CC[N+](C)(C)CCO	7	-8	-7	11	-17[20 µM]	0	12	7	3
COc1cc(NC(=O)Cc2ccccc2)cc(OC)c1	-3	-6	-9	17	-8	-3	20	4	5
Cc1cc(Sc2nnc(/N=C/N(C)C)s2)c2ccccc2n1	73*	-8	-7	3	-7	90*	12	-50	5
CC(=O)c1c(N)[nH]c(-c2ccccc2)nc1=S	-1	-7	-2	5	-10	-2	5	-13	9
COC(=O)C(CCCCN1C(=O)C2C3C=CC(C3)C2C1=O)N1C(=O)C2C3C=CC(C3)C2C1=O (stereo unspecified)	0	-10	-7	6	-8	-3	16	5	-1
COc1ccc(-c2nnc(SCc3csc(N)n3)n2C)cc1	6	-3	2	8	-12	1	5	-2	0
CC(C)NC(=O)CCn1c(=S)oc2ccccc21	5	1	-2	-1	-8	4	6	12	-1
CC(=O)Nc1nc2c(c3c1c(=O)oc1ccccc13)CC(C)CC2 (stereo unspecified)	1	-8	-12	-5	-21[20 µM]	-5	5	3	-1
CCOC(=O)c1cccc(Nc2nc(-c3cccnc3)nc3ccccc23)c1	6	-59	-29	22	-15[20 µM]	0	x	-25	3
COC(=O)c1cc(Br)c(=O)n(Cc2ccc3c(c2)OCO3)c1	-2	-14	-6	6	-26	-2	12	-7	0
O=C(c1cc2nc(-c3ccccc3)cc(C(F)(F)F)n2n1)N1CCOCC1	2	-14	0	-6	-24[20 µM]	-2	10	-13	1
CC(C)CN(CCNC(=O)CN1C(=O)CSc2ccc(S(=O)(=O)N3CCOCC3)cc21)CC(C)C	4	2	-4	23	-22	-1	4	-8	-1
Cc1cccc(C(=O)N[C@H](C(=O)OCc2cc(=O)n3c(n2)sc2ccccc23)C(C)C)c1	3	-64	1	11	-7	-1	6	-3	7
Cc1ccc(Cn2nc3c(cc2=O)CCc2ccccc2-3)cc1	7	-9	-12	9	-1	5	13	5	-11
CCOC(=O)c1c(C)c(C(=O)NCCCN2CCCC2=O)c(C)n1CC	3	-22	-5	4	-35	1	3	6	2
O=C(c1cc2cc(Br)ccc2o1)N1CCOCC1	1	3	0	6	-15	-1	3	-8	1
S=C(NCCCN1CCOCC1)NC1CC1	3	-16	-7	-8	-14	-2	2	-6	3
Cc1ccc(Sc2nnc(Cc3ccccc3)c3ccccc23)cc1	8	2	-7	8	-17[20 µM]	7	7	6	-4
CC(Nc1ccc2c(c1)OCCO2)C(=O)Nc1ccc2c(c1)OCO2 (stereo unspecified)	4	-10	1	-4	-25	-1	0	-3	4
Cc1cc(=O)n2[nH]c(-c3ccccc3Cl)cc2n1	0	-13	-1	x	-23	0	13	2	1
COc1ccc(NC(=O)CSc2nc(N)c(C(=O)Nc3ccc(N(C)C)cc3)s2)cc1	7	2	1	25	-18[20 µM]	-1	6	-12	-1
O=C(c1scc2c1CCCC2)N1CCOCC1	5	7	0	-13	-16	1	21	-9	2
COc1cccc2sc(N3CCN(c4nc5ccccc5s4)CC3)nc12	3	7	-7	9	-32	-1	4	5	4
COc1cc2c(OC(C)=O)c3c(c(-c4ccc5c(c4)OCO5)c2cc1OC)C(=O)OC3	-2	-11	-4	15	-23	22	10	1	0
CCOc1nc(SC(C(C)=O)C(=O)Nc2ccccc2)nc(N(C)C)n1 (stereo unspecified)	3	-12	3	23	-21[20 µM]	-1	11	2	3
Cc1ccc(C)c(C(=O)NCc2ccncc2)c1	1	2	1	0	-13[20 µM]	-5	8	0	1
O=C(Nc1cc(C(F)(F)F)ccc1N1CCOCC1)c1cccnc1Cl	4	1	-3	11	-3[20 µM]	0	20	-10	7
COc1ccc(NC(=O)CSc2nc3ccsc3c(=O)n2Cc2ccccn2)c(OC)c1	3	-2	3	8	-24	3	2	3	5
C#CC1(NC(=O)NC(C)C)CCCCC1	6	1	-3	2	-19	0	8	4	-1
CCOc1ccc(NC(=O)C2CCN(C(=O)NCc3ccccc3)CC2)cc1	4	-8	-4	11	-17	-1	4	37	2
COc1ccc(OC)c(CNC(=O)CCc2nc(-c3cccs3)no2)c1	10	2	-10	-16	-8	2	5	1	-1
CCc1ccc(S(=O)(=O)NCCc2cn3ccsc3n2)s1	5	4	0	20	-6	0	11	-10	-4
Cc1ccc(-c2ccc(CCC(=O)O)n2NC(=O)c2ccco2)cc1	0	-9	-7	-1	-11[20 µM]	3	16	11	-5
O=C(Cc1ccc([N+](=O)[O-])cc1)N1N=C(c2ccncc2)CC1(O)C(F)(F)F (stereo unspecified)	4	-6	-3	14	-24	0	11	4	4

An excerpt from above, showing only EP2 antag and TbHK1 inh.
| molecule | EP2 antag | TbHK1 inh |
| --- | --- | --- |
| COC(=O)c1cc(C(=O)OC)cc(N2C(=O)CC(Sc3nc(C)cc(C)n3)C2=O)c1 (stereo unspecified) | 19 | -1 |
| Cc1ccc(Sc2nnc(Cc3ccccc3)c3ccccc23)cc1 | 7 | 6 |
| O=C(c1cc2cc(Br)ccc2o1)N1CCOCC1 | 3 | -8 |

Going on with the list:
SMILES	BaF3 tox	p47phox inh	RBBP9 inh	PPC-1+TRAIL kill	Furin inh	Ba/F3 V617F tox	EP2 antag	TbHK1 inh	p97 inhibitor
Cc1ccc(S(=O)(=O)Nc2nonc2C)cc1	9	-6	-8	-9	-19	1	x	-6	5
COc1ccc(C2=C(c3ccc([N+](=O)[O-])cc3)C(=O)OC2)cc1	4	-19	-9	-13	-23	-4	5	-7	5
CC(C)N(C#N)c1nc(N2CCOCC2)nc(N2CCOCC2)n1	2	5	5	10	-20	-1	6	-2	1
COC(=O)c1c(NC(=O)/C=C/C(=O)O)sc(Cc2ccccc2)c1C	1	-1	-2	-4	-6	-1	3	-7	15*
Cc1cc(C)c(S(=O)(=O)N2CCCOC2CNC(=O)C(=O)NCc2cccnc2)c(C)c1 (stereo unspecified)	3	7	-6	14	-19	1	4	-1	1
O=C(CN1CCCCCCC1)Nc1cc(Cl)cc(Cl)c1	-3	-8	-5	-2	-24	-5	4	7	5
CCC(=O)N=c1sc2ccccc2n1-c1ccccc1	-3	-2	-3	16	-19	-4	13	-1	5
CC(C)C[C@H](NC(=O)c1nc[nH]c1C(=O)N1CCC(C)CC1)C(=O)OC(C)(C)C	x	-13	x	12	-23	x	18	-2	x
CC(C)(C=O)C1=CC(=O)c2ccccc2C1=O	10	18	4	20	-25	4	16	-18	2
CCCCNC(=O)c1cc2cccc([N+](=O)[O-])c2[nH]1	3	1	-11	15	7	6	2	-19	-5

4 entries from above, ordered by their value in Furin inh, smallest number first:
smiles | p47phox inh | RBBP9 inh | Furin inh | TbHK1 inh | p97 inhibitor
CC(C)(C=O)C1=CC(=O)c2ccccc2C1=O | 18 | 4 | -25 | -18 | 2
CC(C)N(C#N)c1nc(N2CCOCC2)nc(N2CCOCC2)n1 | 5 | 5 | -20 | -2 | 1
Cc1cc(C)c(S(=O)(=O)N2CCCOC2CNC(=O)C(=O)NCc2cccnc2)c(C)c1 (stereo unspecified) | 7 | -6 | -19 | -1 | 1
COC(=O)c1c(NC(=O)/C=C/C(=O)O)sc(Cc2ccccc2)c1C | -1 | -2 | -6 | -7 | 15*

(listing goes on)
SMILES	BaF3 tox	p47phox inh	RBBP9 inh	PPC-1+TRAIL kill	Furin inh	Ba/F3 V617F tox	EP2 antag	TbHK1 inh	p97 inhibitor
Cc1noc(C)c1COC(=O)CCC(=O)c1ccc(F)cc1	3	-3	-2	-2	-14[20 µM]	-1	13	-4	-2
O=C(Nc1nnc(-c2ccccc2F)s1)c1cccnc1	7	73*	-10	46	-15	0	2	-16	-2
Cc1sc2nc(CSc3ncn[nH]3)[nH]c(=O)c2c1C	4	-12	-4	7	-36	0	11	0	2
C/C(=N\NC(=O)c1ccc(Cl)c(Cl)c1)c1cccc(NC(=O)C(C)C)c1	5	-20	-12	12	-9[20 µM]	2	12	3	-4
CC(C)(C)NCC(=O)N/N=C/c1ccc(OCc2ccccc2)cc1	1	-10	-1	7	-20	0	4	8	-3
COc1ccc(N2C(=O)CCC(C(=O)NCCN3CCOCC3)C2c2ccc(OC)c(OC)c2)cc1 (stereo unspecified)	-1	-12	-8	17	-10	-4	9	1	3
COc1ccc(CCNC(=O)c2ccc(CNS(=O)(=O)c3ccc(C(C)(C)C)cc3)cc2)cc1OC	8	-9	-8	-16	-11	1	8	5	-4
CN(c1ccc(OCC(=O)OCC(=O)Nc2ccc(F)cc2)cc1)S(=O)(=O)c1ccc(Cl)cc1	5	-41	0	24	-20	-2	13	-4	1
COc1ccc(C2C(C(=O)NCCCN3CCOCC3)c3ccccc3C(=O)N2c2ccc(OC)cc2)cc1 (stereo unspecified)	0	-11	8	5	-7	-3	9	-3	2
O=C(CC12CC3CC(CC(C3)C1)C2)NC(Cc1ccccc1)C(=O)O (stereo unspecified)	8	14	-2	-4	-13	1	6	-6	-3
CCCC(=O)NC(Nc1ccccc1F)C(Cl)(Cl)Cl (stereo unspecified)	-1	-12	-3	0	4[20 µM]	5	7	8	-8
